# Screening results from PubChem.
# D1 allo mod: allosteric modulators of human D1 dopamine receptor | HEK293 D1, CRE-luciferase, dopamine EC30 potentiation; actives deviate in either direction | 58,000 compounds, 5.9% hits | AID 641 | B-score at 10 µM;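 active = luminescence count or its row- and column-corrected plate score outside the 99.7% band of the plate's sample wells, on either side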
# SF-1 act: SF-1 (human) activation. Q13285. CHO-K1 Gal4-SF-1 LBD luciferase reporter; % increase over DMSO SF-1-specific signal. activation, % at 10 µM. 65,000 compounds, 1.9% hits. AID 522;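 active = activation above the mean activation of all tested compounds plus 3 SD, cut at about 50% in these data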
#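 Assay system: CHO-K1 cells co-transfected with Gal4 DBD–human SF-1 LBD, 5xGal4 luciferase reporter; doses: 10 µM only; incubation: 20 h compound exposure at 37 °C after 1 h cell settling; signal: luciferase light emission; evaluation: percent activation versus DMSO; repeats: one test per compound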
# M1 antagonist: M1 muscarinic receptor (rat) antagonism; P08482; CHO-M1 cells, Fluo-4 calcium, ACh EC80 antagonist mode; stronger effect = lower value; B-score at 10 µM; 64,000 compounds, 3.4% hits;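 active = calcium fluorescence response, raw or row-and-column corrected B-score, differing from the plate sample mean either way at a set confidence level, mostly lower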
# Target sequence (P08482 whole entry, looked up): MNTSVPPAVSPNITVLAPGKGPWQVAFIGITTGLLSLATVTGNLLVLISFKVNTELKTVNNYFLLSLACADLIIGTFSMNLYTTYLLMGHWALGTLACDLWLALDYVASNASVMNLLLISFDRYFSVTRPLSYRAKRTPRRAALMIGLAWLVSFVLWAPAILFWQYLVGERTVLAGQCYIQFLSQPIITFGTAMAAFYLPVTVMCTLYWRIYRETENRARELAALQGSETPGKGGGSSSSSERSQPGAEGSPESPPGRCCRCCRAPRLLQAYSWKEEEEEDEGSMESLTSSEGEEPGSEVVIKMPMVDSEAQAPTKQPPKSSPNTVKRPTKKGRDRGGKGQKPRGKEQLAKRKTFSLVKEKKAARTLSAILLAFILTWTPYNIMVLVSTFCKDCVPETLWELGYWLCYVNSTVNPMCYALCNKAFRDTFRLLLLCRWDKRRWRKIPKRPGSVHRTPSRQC
# tolC growth inh: blocks growth of E. coli BW25113 tolC mutant; OD615; growth inhibition, % at 10 µM (by protocol); 65,000 compounds, 2.2% hits; AID 573;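 active = growth inhibition at or above a cutoff equal to the mean over every tested compound plus 3 SD, cut at about 60% in these data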;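 note: growth measured after 20 h incubation at 37 °C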
#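 Doses: one dose of 10 µM final / Material: E. coli BW25113 ΔtolC::kan, tolC deletion mutant strain / Buffer or medium: LB with kanamycin 50 µg/mL / Evaluation: percent growth inhibition / Detection: optical density read at 615 nm / Incubation: 37 °C, 20 h exposure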
# Jurkat tox 60K: cytotoxic compounds reducing Jurkat cell viability. 56,000 compounds, 1.2% hits. Jurkat E6.1 viability, ATP luminescence, 48 h. inhibition, % at 4 µM;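 active = inhibition above the mean inhibition of all tested compounds plus 3 SD, cut at about 28% in these data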
# NADH enzymes: blocks coupling enzymes of NAD/NADH assays | coupled PK/LDH NADH assays, four targets | IC50, µM (highest dose often 10 µM), inactives show at the highest dose inhibition | AID 774 | 65,000 compounds, 0.02% hits;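 active = single-dose screening hits from any of four coupled enzyme assays that gave an IC50 when retested across doses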;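 note: the DPM-DC format reads NADH fluorescence rather than 340 nm absorbance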
# M1 ag: activates the M1 muscarinic receptor; CHO-M1 cells, Fluo-4 calcium fluorescence, agonist mode; stronger effect = higher value; AID 626; 64,000 compounds, 3% hits; B-score at 10 µM;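 active = fluorescence rise, raw or as B-score row- and column-corrected plate score, outside the 99.7% band of its plate's samples, either direction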
# HEK293 NFkB inh: inhibitors of the PMA/ionomycin-induced NF-kB reporter in HEK293 cells | HEK-293 NF-kB luciferase reporter, luminescence | inhibition, % at 3 µM | 62,000 compounds, 0.21% hits;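 active = inhibition above the mean of all tested compounds plus 3 SD, cut at about 40% in these data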;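 note: 0% = stimulated DMSO wells and 100% = 10 µM reference inhibitor 5653914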
#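 System: NF-kB luciferase reporter HEK-293 cells | Replication: Single test | Control set: DMSO vs reference inhibitor | Evaluation: % inhibition | Schedule: 1 h pretreatment, 16 h stimulation, 37 °C | Probe or stimulus: PMA with ionomycin | Compound dosing: One dose, 3 µM | Detection: Luciferase luminescence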
# TNAP act mid DEA: activates human TNAP at intermediate phosphate acceptor concentration | purified TNAP, CDP-star luminescence, 100 mM DEA, 30 min; stronger effect = higher value; scale: 0 levamisole-inhibited, 1 vehicle-only enzyme | activation factor at 20 µM | 64,000 tested, under 10 active | AID 813;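 active = activation factor of at least 2 at 20 µM, relative to controls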
# Target sequence (P05186 whole entry, looked up): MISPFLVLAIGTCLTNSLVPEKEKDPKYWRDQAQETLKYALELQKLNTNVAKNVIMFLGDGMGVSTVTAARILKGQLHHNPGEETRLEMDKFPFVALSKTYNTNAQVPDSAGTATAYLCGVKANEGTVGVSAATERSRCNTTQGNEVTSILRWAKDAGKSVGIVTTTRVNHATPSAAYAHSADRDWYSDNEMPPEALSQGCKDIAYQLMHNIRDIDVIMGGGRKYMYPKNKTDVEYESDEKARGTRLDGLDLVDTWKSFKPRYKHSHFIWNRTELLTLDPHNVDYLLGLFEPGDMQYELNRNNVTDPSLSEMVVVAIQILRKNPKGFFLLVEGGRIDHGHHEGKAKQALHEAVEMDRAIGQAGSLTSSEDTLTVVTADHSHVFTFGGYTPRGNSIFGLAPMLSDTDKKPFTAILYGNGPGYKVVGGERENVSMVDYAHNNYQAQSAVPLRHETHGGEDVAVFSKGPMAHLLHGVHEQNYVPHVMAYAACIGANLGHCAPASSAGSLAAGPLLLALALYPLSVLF
# * = called active by the depositor; / = not tested or not shown; & = joins results of further samples; [ ] = remark or other dose.
entry	mol	D1 allo mod	SF-1 act	M1 antagonist	tolC growth inh	Jurkat tox 60K	NADH enzymes	M1 ag	HEK293 NFkB inh	TNAP act mid DEA
1	Cc1csc(NC(=O)c2ccco2)n1	0.0071	16	0.42	1	12	2%	-0.14	-1	0.9
2	O=C(Nc1cccc(O)c1)c1ccccc1	0.16	19	0.15	-9	-5	1%	-0.76	3	0.9
3	CCN(CC)S(=O)(=O)c1cc(Br)ccc1OC	/	-12	1.3	-7	/	3%	2	23	0.9
4	Cc1cc(C)n(-c2nc3ccccc3c3nc(C)nn23)n1	9.6*	1	0.84	-10	-4	0%	-0.58	12	1
5	O=C1NC(=O)C(CC(=O)N(Cc2ccco2)C2(C(=O)NC3CCCC3)CCCCC2)N1 (configuration not stated)	-1.3	5	-0.094	0	/	2%	0.48	21	0.9
6	O=C(Nc1ccc2c(c1)CCC2)C1CCN(c2ncccn2)CC1	1	11	0.0031	-15	-2	9%	-1.3	7	1
7	Cc1nc(C)c(C(=O)NCc2ccccc2Cl)o1	-0.97	-10	-0.029	-2	15	10%	0.79	18	0.9
8	O=C(c1cccs1)N1CCN(Cc2ccc3c(c2)OCO3)CC1	-0.55	15	-0.82	-8	-8	3%	0.61	12	1
9	Clc1ccc(-c2nc(-c3ccccn3)no2)cc1Cl	-5.5*	-51	-0.16	13	-3	6%	-1.1	-21	0.9
10	Cc1c(C(=O)N2CC(C)OC(C)C2)oc2ccccc12 (configuration not stated)	-0.93	10	0.43	0	-2	3%	-0.44	15	0.9
11	O=C(Cn1cccc1C(=O)c1ccccc1)NCCCN1CCOCC1	-0.99	-6	-0.4	-10	3	6%	0.11	8	0.9
12	O=S(=O)(NCCc1ccc2c(c1)OCCO2)c1cccs1	/	6	0.053	20	-2	9%	0.0022	6	0.8
13	Cc1cc(C)nc(NCC(O)COc2ccccc2C)n1 (configuration not stated)	-0.35	6	0.7	23	-5	6%	0.3	18	0.8
14	O=C(CSc1nccc(=O)[nH]1)N1CCCc2ccccc21	0.047	-10	-0.83	-1	5	4%	-0.47	8	0.9
15	CCCn1c(SCC(=O)Nc2nc(C)cs2)nnc1-c1cccnc1	/	-4	/	-11	3	6%	/	-3	0.9
16	O=C1CC(N2CCN(S(=O)(=O)c3ccc(Cl)cc3)CC2)C(=O)N1CCc1ccccc1 (configuration not stated)	/	14	/	-1	12	3%	/	-6	1
17	COC(=O)CCc1c(C)c(C(=O)c2ccco2)c2ccccn12	0.14	2	0.007	14	-6	5%	-0.25	14	0.8
18	c1coc(CNc2nc3ccccc3n2CCN2CCOCC2)c1	-0.71	4	-0.18	-19	-4	5%	0.076	17	1
19	Clc1ccc(-c2cn3c(n2)CCC3)cc1	/	72*	0.42	9	/	4%	-0.46	/	0.8
20	COc1ccccc1C1NC(=O)NC(C)=C1C(=O)OC1CCCCC1 (configuration not stated)	-0.0052	6	1.7	-7	3	7%	1.2	11	0.9
21	COc1ccc(C(=O)Nc2ccccc2N2CCOCC2)cc1Br	/	-14	0.0049	6	/	6%	1.6	/	0.9
22	CCCNC(=O)N1CCN(S(=O)(=O)c2ccc(C)c(C)c2)CC1	/	22	0.36	6	1	4%	0.4	10	0.8
23	CC(C)Sc1nnc(Nc2ccccc2)s1	1.8	106*	-0.027	33	-3	3%	-0.28	-22	0.9
24	Cc1onc(-c2ccccc2Cl)c1C(=O)NCCN1Cc2ccccc2C1=O	-0.87	2	0.32	-7	1	7%	-0.75	17	1
25	O=C(CCn1cccc1)Nc1nccs1	-0.24	-15	0.9	-14	1	3%	0.16	11	1
26	CCOC(=O)C1CCCN(C(=O)c2ccc3c(c2)OCO3)C1 (configuration not stated)	1.7	-7	0.67	-12	2	2%	0.3	14	0.9
27	CCc1ccc2[nH]c(=O)c(C(c3nnnn3CC3CCCO3)N3CCCc4ccccc43)cc2c1 (configuration not stated)	0.59	23	0.57	9	4	1%	-0.28	11	0.8
28	Cc1ccc(N2CC(C(=O)OCc3ccccc3)CC2=O)cc1 (configuration not stated)	-0.24	-8	0.39	11	3	2%	-0.013	5	0.9
29	CC1CCCC(C)N1C(=O)COC(=O)c1ccc[nH]c1=O (configuration not stated)	-0.62	7	0.13	-11	0	3%	0.53	13	1
30	CC(=O)c1cccc(S(=O)(=O)N(CCCO)Cc2cc3ccc(C)cc3[nH]c2=O)c1	-1.5	-2	0.22	-10	2	5%	-0.51	16	0.9
31	CCCc1n[nH]c2c1C(=O)C(C(=O)OC)C(C)(C)C2 (configuration not stated)	1.7	1	-0.12	-15	0	5%	0.49	10	0.6
32	Cc1c(C2Nc3ccccc3NC3=C2C(=O)CC(C)(C)C3)cnn1C (configuration not stated)	-0.042	-6	0.018	5&-7	/	2%&5%	-0.45	/	0.8
33	COC(=O)c1sccc1NC(=O)c1c(C)cc(=O)oc1C	0.72	2	0.018	9	/	1%	-0.017	/	0.9
34	COc1ccc(Cn2c(CCC(=O)NCc3ccco3)nc3cccnc32)cc1	1.2	8	0.43	-17	3	6%	0.98	3	1
35	CC(C)c1nc2cc3ccccc3cc2[nH]1	-2.6	18	-0.32	-11	/	3%	1.3	11	1
36	COc1cccc(-c2nnc(SCC(=O)Nc3cc(C)ccc3OC)n2N)c1	-0.13	-5	0.032	7	-2	9%	-0.25	3	0.9
37	Cc1ccc(-c2noc(CN3CCN(Cc4ccccc4)CC3)n2)cc1	0.43	17	-0.78	5	1	4%	-0.53	9	/
38	Cc1cc(NC(=O)CSc2nnc(-c3ccco3)n2CC2CCCO2)no1 (configuration not stated)	-0.38	3	-0.7	-17	-1	4%	-0.24	-5	1
39	Cn1c(=O)c2c(ncn2CC(N)=O)n(C)c1=O	-0.94	14	-1.5	-14	-8	5%	-1.6	5	1
40	CN(C)S(=O)(=O)c1ccc(C(=O)Nc2ccccn2)cc1	-0.051	13	/	-13	-1	6%	/	6	0.9

# Five entries out of the list above, sorted by the number in M1 ag, highest first.
No.	structure	M1 ag
35	CC(C)c1nc2cc3ccccc3cc2[nH]1	1.3
25	O=C(CCn1cccc1)Nc1nccs1	0.16
33	COC(=O)c1sccc1NC(=O)c1c(C)cc(=O)oc1C	-0.017
27	CCc1ccc2[nH]c(=O)c(C(c3nnnn3CC3CCCO3)N3CCCc4ccccc43)cc2c1 (configuration not stated)	-0.28
24	Cc1onc(-c2ccccc2Cl)c1C(=O)NCCN1Cc2ccccc2C1=O	-0.75

# Reprinted, entries 37 to 40
entry	mol	D1 allo mod	SF-1 act	M1 antagonist	tolC growth inh	Jurkat tox 60K	NADH enzymes	M1 ag	HEK293 NFkB inh	TNAP act mid DEA
37	Cc1ccc(-c2noc(CN3CCN(Cc4ccccc4)CC3)n2)cc1	0.43	17	-0.78	5	1	4%	-0.53	9	/
38	Cc1cc(NC(=O)CSc2nnc(-c3ccco3)n2CC2CCCO2)no1 (configuration not stated)	-0.38	3	-0.7	-17	-1	4%	-0.24	-5	1
39	Cn1c(=O)c2c(ncn2CC(N)=O)n(C)c1=O	-0.94	14	-1.5	-14	-8	5%	-1.6	5	1
40	CN(C)S(=O)(=O)c1ccc(C(=O)Nc2ccccn2)cc1	-0.051	13	/	-13	-1	6%	/	6	0.9

# (next part)
entry	mol	D1 allo mod	SF-1 act	M1 antagonist	tolC growth inh	Jurkat tox 60K	NADH enzymes	M1 ag	HEK293 NFkB inh	TNAP act mid DEA
41	CCOC(=O)c1[nH]cc(-c2ccccc2)c1N1CCOCC1	-1	10	0.00049	-7	0	5%	0.18	1	0.8
42	CCCCN(C)Cc1c(C)[nH]c2ccc(OCC)cc2c1=O	0.93	-5	-0.16	-12	-9	1%[fluoresces]	0.32	6	0.9
43	COc1ccc(CCNC(=O)c2ccccc2NC(=O)c2ccco2)cc1OC	0.66	-2	-0.14	28	-1	3%	4*	3	1
44	CCN(CC)S(=O)(=O)c1cccc(C(=O)Oc2cccnc2)c1	0.24	7	0.46	-27	/	2%	0.36	7	0.9
45	Cc1ccccc1-n1c(SC(C)C(N)=O)nnc1-c1cccnc1 (configuration not stated)	0.034	9	-0.024	-6	4	6%	-0.17	-5	1.1
46	c1ccc(-c2nc3cc(Oc4ccc5oc(-c6ccccn6)nc5c4)ccc3o2)nc1	-0.61	18	-0.17	5	2	4%	0.021	15	1
47	Cn1c(NCCc2ccccc2)cc(=O)n(C)c1=O	-0.61	0	0.076	-32	0	1%	-0.28	14	0.9
48	CCCS(=O)(=O)N1CCC(C(=O)NCCCOC(C)C)CC1	-0.12	-10	0.68	-22	-11	2%	-0.93	-7	0.9
49	COc1ccc(NC(=O)c2oc3ccccc3c2NC(=O)c2ccc(OC)c(OC)c2)c(OC)c1	0.4	8	-0.21	-8	-1	7%[fluoresces]	-0.073	0	0.9
50	CC1(C)Cc2ccccc2C(=O)N1	-0.89	-9	0.059	-5	5	3%	-0.5	22	0.9
51	O=C(O)CP(=O)(c1ccccc1)c1ccccc1	-0.18	8	0.2	-7	-1	7%	0.41	7	1
52	O=C(CSc1nnc(-c2ccccc2)n1C1CCCCC1)N1CCCC1	-0.2	0	0.54	-16	-3	4%	-0.63	10	0.9
53	COCCNc1oc(-c2ccc(F)cc2)nc1C#N	/	16	-0.097	-2	/	3%[fluoresces]	-1.3	/	0.9
54	COC(=O)C1=C(C)N(c2cccc3ccccc23)C(=O)C1	/	6	-0.34	-7	-3	2%	0.0061	4	1
55	O=C(NCc1ccccc1Br)c1ccco1	0.3	0	-0.13	7	-3	8%	-0.31	20	1
56	O=C(NCCc1ccc(S(=O)(=O)N2CCCC2)cc1)c1cccs1	0.23	-7	0.53	4	10	6%	-0.35	12	1
57	O=C(COC(=O)c1cccs1)NCc1ccco1	-0.033	0	0.21	-5	1	1%	-0.93	8	0.9
58	CCN(CC)c1ccc(NC(=O)CN2CCN(c3ccc(F)cc3)CC2)cc1	-0.059	-1	-0.011	10	-4	3%	-0.01	10	0.9
59	CCNc1nc(NCC)n2c(SCC(=O)O)nnc2n1	/	-10	-0.45	-17	-1	2%	-0.34	12	1
60	Cc1oc(C)c2c(=O)ccc3c(c12)OC(N)=C(C#N)C3c1ccccc1Cl (configuration not stated)	-0.93	-2	0.59	2	-2	9%	-0.84	-4	0.9
61	CC(=O)N1CCN(c2ccc(Oc3nc(-c4ccccc4)nc4ccccc34)cc2)CC1	2.1	12	0.31	-4	5	5%	0.029	13	0.8
62	CCC(C(=O)NC1CCCC1)N(C(=O)Cn1nnc(-c2ccc(OC)c(OC)c2)n1)C1CCCCC1 (configuration not stated)	6.8*	-6	0.63	29	9	4%	0.34	10	1
63	COc1ccc(CCNC(=O)c2cc(-c3ccc4c(c3)OCO4)on2)cc1OC	0.45	4	0.025	-17	-15	6%	1	3	1
64	O=C(NCc1cccc(C(F)(F)F)c1)C1CCN(c2ncccn2)CC1	0.57	5	-0.46	-11	0	7%	-0.0016	10	0.9
